Assay outcomes deposited in PubChem BioAssay by The Scripps Research Institute Molecular Screening Center.
CHO parental Ca: ATP-evoked calcium signal inhibitors, parental CHO, primary screen, counter-screen for OX1R antagonist project, cell-based, fluorescence, Fluo-8 calcium dye. AID 463079, 2010. parental CHO-K1, ATP-induced calcium, Fluo-8 fluorescence. 330,000 tested, 0.63% active. inhibition, % at 5.6 µM;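 active means inhibition above that plate's mean sample inhibition plus 3 SD, cut at about 26% in these data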;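 further: 0% = ATP-challenged DMSO wells and 100% = DMSO wells without ATP; some compounds past the cut are filed as inactive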
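Test system: untransfected parental CHO cell line. Compound: one dose, 5.6 µM nominal. Detection: intracellular calcium via Fluo-8 no-wash fluorescent dye. Measure: % inhibition. Benchmarks: ATP-challenged DMSO wells low, unchallenged DMSO wells high.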
TAAR1 agonist: human TAAR1 agonists, primary screen, Fluo-8 calcium fluorescence, CHO RD-HGA16 cells. AID 624467, 2012. 360,000 tested, 0.99% active. vehicle wells 0%, saturating PEA agonist 100%. Trace amine-associated receptor 1 (Homo sapiens), Q96RJ0. activation, % at 3 µM;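 active means activation above the mean activation of all test compounds in the run plus 3 SD, cut at about 38% in these data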
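Test system: RD-HGA16 (CHO) cells co-expressing Gα16 and hTAAR1; dosing: one-point dosing at 3 µM (nominal); timing: 17-24 h seeding, 75 min 37 °C dye, 30 min RT; signal: kinetic Fluo-8 calcium fluorescence; read-out basis: % activation relative to PEA EC100 response; controls: DMSO and PEA EC100; replicates: n 1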
M1 PAM: human M1 muscarinic receptor positive allosteric modulators, primary screen, CHO-K1 cells, Fluo-8 calcium fluorescence, 1536-well; Muscarinic acetylcholine receptor M1 (Homo sapiens), P11229; AID 588819, 2011; 360,000 tested, 0.088% active; CHO-K1 hM1, ACh EC20; 0% = ACh EC20, 100% = maximal ACh; activation, % at 3 µM; in the data active means activation above about 19%, passing the limit was not always enough
Target sequence (P11229 whole entry, looked up): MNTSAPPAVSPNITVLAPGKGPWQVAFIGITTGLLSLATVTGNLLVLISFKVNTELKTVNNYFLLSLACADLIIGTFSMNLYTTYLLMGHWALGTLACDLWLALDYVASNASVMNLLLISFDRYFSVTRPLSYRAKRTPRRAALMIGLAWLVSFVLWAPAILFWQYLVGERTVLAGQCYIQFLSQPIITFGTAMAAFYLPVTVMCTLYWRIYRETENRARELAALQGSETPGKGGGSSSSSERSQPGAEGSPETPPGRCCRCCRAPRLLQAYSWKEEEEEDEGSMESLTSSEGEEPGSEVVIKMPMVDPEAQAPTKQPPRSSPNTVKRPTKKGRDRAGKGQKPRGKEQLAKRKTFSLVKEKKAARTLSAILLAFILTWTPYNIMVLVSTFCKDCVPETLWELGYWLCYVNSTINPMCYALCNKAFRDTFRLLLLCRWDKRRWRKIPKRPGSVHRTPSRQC
V1R ag counter: agonists of human V1a receptor, primary screen, counter-screen for OXTR agonist project, fluorescence, CHO-V1R cells. Vasopressin V1a receptor (Homo sapiens), P37288. Fluo-8 calcium fluorescence, agonist mode; 0% DMSO, 100% 3 nM vasopressin. activation, % at 3 µM. 320,000 tested, 0.25% active. AID 2797, 2010;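 active means activation above the mean activation of all tested compounds plus 3 SD, per screening run, cut at about 20% in these data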;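 further: signal is peak over basal fluorescence ratio across a 100 second FLIPR read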
OXTR potentiate: human OXTR potentiators, primary screen, fluorescence, CHO-OTR cells, Fluo-8 calcium; 320,000 tested, 0.061% active; Fluo-8 calcium fluorescence, potentiator mode; 0% = oxytocin EC15, 100% = EC100; activation, % at 3 µM; AID 2445, 2010;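 active means activation above that plate's cutoff, the mean activation of tested compounds plus 3 SD, cut at about 6.6% in these data, passing the limit was not always enough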;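 further: 100% uses oxytocin at 75 nM as the full agonist control; some results filed as inactive read as strong as hits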
Target sequence (P30559 whole entry, looked up): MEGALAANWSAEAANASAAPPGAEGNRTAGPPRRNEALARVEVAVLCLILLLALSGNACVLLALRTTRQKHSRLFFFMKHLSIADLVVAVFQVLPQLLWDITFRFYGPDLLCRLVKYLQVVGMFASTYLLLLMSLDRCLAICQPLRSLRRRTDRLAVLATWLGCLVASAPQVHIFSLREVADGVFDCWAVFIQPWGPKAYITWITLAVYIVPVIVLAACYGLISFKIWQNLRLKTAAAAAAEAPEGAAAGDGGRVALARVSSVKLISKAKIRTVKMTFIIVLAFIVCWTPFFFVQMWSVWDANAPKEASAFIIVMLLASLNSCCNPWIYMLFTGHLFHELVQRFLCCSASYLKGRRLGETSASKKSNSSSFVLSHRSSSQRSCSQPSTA
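Measured by – Fluo-8 calcium dye fluorescence · Test system – human OTR in CHO cells · Dosing – one concentration, 3.0 µM compound · Controls – EC15 oxytocin alone as 0%, 75 nM oxytocin as 100% · Evaluation – normalized max/min fluorescence ratio, % activation · Timing – 6 min pre-incubation, 100 s read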
CHRM1 agonist: human M1 muscarinic receptor agonists, primary screen, Fluo-8 calcium fluorescence, CHO-K1 cells, HTS; 360,000 tested, 0.33% active; Muscarinic acetylcholine receptor M1 (Homo sapiens), P11229; CHO-K1 hM1, agonist mode; 0% DMSO, 100% acetylcholine EC100; activation, % at 3 µM; AID 588814, 2011;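 active means activation above the run's mean compound activation plus 3 SD, cut at about 16% in these data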;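 further: peak over basal fluorescence ratio within a 140 s kinetic read after compound addition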
M1 antag: human M1 muscarinic receptor antagonists, primary screen, CHO-K1 cells, Fluo-8 calcium fluorescence, 1536-well; Muscarinic acetylcholine receptor M1 (Homo sapiens), P11229; CHO-K1 hM1, ACh EC80 antagonist; inhibition, % at 3 µM; 360,000 tested, 1.3% active; AID 588852, 2011;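 active means percent inhibition above its own plate's cutoff, namely the mean of that plate's compound wells plus 3 SD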;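 further: peak over basal fluorescence ratio during 140 s after agonist addition; 0% = ACh EC80 plus DMSO and 100% = DMSO alone without agonist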
TAAR1 antag: human TAAR1 antagonists, primary screen, Fluo-8 calcium fluorescence, CHO RD-HGA16 cells; Trace amine-associated receptor 1 (Homo sapiens), Q96RJ0; antagonist; inhibition, % at 3 µM; 360,000 tested, 1.5% active; AID 624466, 2012;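 active means inhibition above a per-plate cutoff, the mean inhibition of test compounds on that plate plus 3 SD, cut at about 49% in these data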;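 further: 0% = DMSO plus EC80 beta-PEA response and 100% = DMSO alone without agonist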
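Test system – hTAAR1-expressing CHO RD-HGA16 cells, Gα16-coupled · Reagent – β-PEA at EC80 concentration, post-compound challenge · Compound dosing – 3 µM, single point · Timing – 140 s kinetic read after compound, 140 s after agonist · Detection – Fluo-8 intracellular calcium dye fluorescence, real-time kinetic reads · Control set – DMSO and EC80 PEA controls · Repeats – n of 1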
OXTR agonist: human OXTR agonists, primary screen, fluorescence, CHO-OTR cells, Fluo-8 calcium; Oxytocin receptor (Homo sapiens), P30559; Fluo-8 calcium fluorescence; normalized: DMSO 0%, oxytocin 100%; activation, % at 3 µM; 320,000 tested, 0.32% active;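 active means activation above the mean of all tested compounds plus 3 SD, cutoff set per screening run, cut at about 20% in these data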;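 further: peak over basal fluorescence ratio from a 100 s FLIPR kinetic read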
Numbers without * were called inactive; . = no result given.

Values run as follows: CHO parental Ca	TAAR1 agonist	M1 PAM	V1R ag counter	OXTR potentiate	CHRM1 agonist	M1 antag	TAAR1 antag	OXTR agonist
1: O=C1C2CCCN2C(=O)N1CCCCN1CCN(c2cccc(C(F)(F)F)c2)CC1 (configuration not stated)
→ -9	0	17	1.4	-17	-6	-21	-7	-0.4
2: COc1ccccc1NC(=O)C(C)NS(=O)(=O)c1ccccc1 (configuration not stated)
→ -5	-2	-6	-0.1	-9	-2	11	-20	-0.7
3: Oc1ccc(/C=C/c2ccc3ccccc3n2)cc1
→ -19	6	4	0.4	-15	-2	-1	14	2.3
4: CCc1ccc(NC(=O)CCNC(=O)Cn2cnc3ccccc3c2=O)cc1
→ -21	-2	16	-0.8	-4	-4	-22	-17	-1.1
5: CCCSc1nc2c(c(=O)[nH]c(=O)n2C)n1Cc1ccc(C)cc1
→ -1	5	-2	-0.5	-3	-6	-3	-11	-1.2
6: Cc1ccc(C23CC4CC(CC(C(=O)N5CCN(C)CC5)(C4)C2)C3)cc1
→ -13	2	0	2.7	-4	-6	-11	-18	12
7: CC1CCCC(C)N1C(=O)CSc1nc2c(c(=O)n(C)c(=O)n2C)n1C (configuration not stated)
→ -9	3	13	3.9	-5	-7	-11	-2	1.7
8: CCC1Oc2ccc(C)cc2N(CC(=O)NC2CCCCC2)C1=O (configuration not stated)
→ -8	-3	5	-0.8	-8	-1	0	-4	-2.2
9: CCC(C)c1ccc(NC(=O)COC(=O)c2nc3nccc(C)n3n2)cc1 (configuration not stated)
→ 6	0	7	0.7	-4	-3	-12	2	0.6
10: Cc1c(C(=O)OCCOc2ccccc2)[nH]c2c1C(=O)CCC2
→ -6	18	-11	8.8	-19	1	10	16	7.5
11: CC(C)c1ccccc1NS(C)(=O)=O
→ -3	.	.	1.0	0	.	.	.	-0.7
12: Cc1ccc(-c2nnn(CC(=O)N(c3cccc(F)c3)C(C(=O)NC(C)(C)C)c3ccco3)n2)o1 (configuration not stated)
→ 10	6	-1	0.3	-10	-3	0	-9	-2.2
13: Cc1ccc(S(=O)(=O)Oc2ccc(/C=C(/NC(=O)c3ccccc3)C(=O)O)cc2)cc1
→ 1	6	16	-0.8	-4	-6	-5	3	0.3
14: CC1(C(=O)NCc2ccccc2)Cc2c(-c3ccc(C(N)=O)cc3)ccnc2O1 (configuration not stated)
→ .	4	8	.	.	1	-9	-17	.
15: Cc1ccc(C(=O)Nc2nccs2)cc1
→ -13	0	2	-0.3	3	-5	7	-2	0.2
16: CCCS(=O)(=O)NCc1ccc2c(c1)cc(C)n2C
→ -18	0	3	0.4	-3	-10	-2	-7	-0.6
17: NNC(=O)c1csc(-c2ccccc2)n1
→ -13	-1	15	-1.2	-2	1	-14	-19	-2.1
18: CCN(CC)S(=O)(=O)c1ccc(N2CCCC2)c(NC(=O)CN2C(=O)NC3(CCCC3)C2=O)c1
→ -8	-1	7	-0.1	-13	0	-1	0	-0.3
19: Cc1nc2ccccn2c1C(=O)NC1CCCC1
→ 15	2	2	-0.8	-7	-3	-2	-22	1.0
20: Cc1cc(C)cc(NC(=O)[C@H](NC(=O)[C@@H]2Cc3ccccc3CN2)c2ccccc2)c1
→ -32	.	-3	5.8	-8	0	8	.	5.8
21: CCOc1ccccc1-c1nnc(SCC(=O)NC2CC2)n1CC
→ -17	1	7	1.6	-1	-2	-9	-4	0.1
22: COc1ccc(-n2c(SCC(=O)N3CCOCC3)nc3ccccc3c2=O)cc1
→ -2	0	7	-0.5	-6	0	-6	0	1.0
23: CCNS(=O)(=O)c1ccc(CCC(N)=O)cc1
→ -7	7	13	0.9	-9	-2	-1	-6	-0.6
24: OC[C@H]1O[C@H](OC[C@H]2O[C@H](OC[C@H]3O[C@H](O[C@]4(CO)O[C@H](CO)[C@@H](O)[C@@H]4O)[C@H](O)[C@@H](O)[C@@H]3O)[C@H](O)[C@@H](O)[C@H]2O)[C@H](O)[C@@H](O)[C@H]1O
→ -5	1	-1	0.0	-6	-3	-15	-1	-0.7
25: CCOC(=O)[C@@H]1[C@H]2COc3cc(OC)ccc3[C@@H]2N2C(=O)N(c3ccc(C)cc3)C(=O)[C@@]12C
→ -27	0	8	-1.0	-5	-3	-17	-4	-1.4
26: O=C(CN1C(=O)CSC1=O)Nc1ccccc1F
→ -1	3	6	1.0	-3	-4	1	-2	0.9
27: O=c1c2ccccc2c(-c2ccc(Cl)cc2)nn1-c1ccccc1
→ -33	8	9	-0.7	-16	-2	-6	-3	-2.4
28: CC(Oc1ccccc1)C(=O)N1CCN(c2ccc(N3CCOCC3)nn2)CC1 (configuration not stated)
→ -2	0	15	0.6	2	-2	-15	-4	0.7
29: O=C(NCC1CCCO1)c1ccc(Br)s1 (configuration not stated)
→ -2	1	9	0.9	-3	-4	-10	10	0.2
30: CCN1C(C(=O)c2ccccc2)=C(Nc2ccccc2C)c2ccccc2S1(=O)=O
→ -18	2	-2	1.3	-11	-4	0	8	-0.9
31: CC(C)c1cc(CN2CCOCC2)cc(C(C)C)c1O
→ 10	3	6	-0.6	-14	-6	-9	-26	-0.3
32: Cc1ccccc1NS(=O)(=O)c1ccc2c(c1)n(C)c(=O)n2C
→ -5	1	7	2.8	-18	-4	1	1	0.0
33: O=C(CCCN1C(=O)/C(=C/c2cccs2)SC1=S)Nc1ccccn1
→ -14	7	7	0.7	3	-6	2	-27	-1.1
34: Cc1cccc(NC(=O)CSc2nc3ccccc3o2)c1
→ -7	8	5	4.2	-11	-1	-11	-1	0.7
35: CC(Oc1ccc(F)cc1)C(=O)Nc1ccc(N2CCOCC2)cc1N1CCOCC1 (configuration not stated)
→ -5	1	5	1.3	4	-2	-14	-14	-0.1
36: Nc1c(C(=O)c2ccco2)oc2ccccc12
→ -10	3	.	0.1	-12	.	.	12	-1.3
37: Cc1cnc(C(=O)OCC(=O)Nc2cccc(S(=O)(=O)N3CCCCC3)c2)cn1
→ 0	5	2	2.5	0	-3	-2	-22	5.0
38: NS(=O)(=O)c1ccc(NC(=S)NNC(=O)c2ccc(Br)o2)cc1
→ -3	4	8	0.6	1	-2	-12	-20	-1.0
39: O=C(O)C1CSC2(CCN(Cc3ccccc3)CC2)N1 (configuration not stated)
→ .	7	6	.	.	-6	7	-5	.
40: CCN1CCN(C(=O)c2ccc3c(c2)N(Cc2ccc(C)cc2)CCS3)CC1
→ -31	3	-1	-0.2	-6	-6	4	-22	-1.3
41: O=C(Cn1ccc(NC(=O)OCc2ccccc2)nc1=O)NCCc1c[nH]c2ccccc12
→ -18	13	2	-0.3	-5	-2	-4	16	0.1
42: ClCc1csc(N/N=C/c2cccs2)n1
→ -10	.	.	0.6	2	.	.	.	-1.7
43: O=C1C=C(c2ccc3[nH]ccc3c2)CCC1
→ 1	9	-3	1.0	-8	-4	6	0	2.8
44: Cc1ccc(C)c(OC(=O)C2CSC3(C)CCC(=O)N23)c1C (configuration not stated)
→ -8	0	4	-1.2	-2	1	2	-12	-2.5
45: CC1(C)CC1C(=O)Nc1ccc([N+](=O)[O-])cc1Br (configuration not stated)
→ -9	0	13	1.8	3	-7	-8	9	-3.1
46: COCCN(C(=O)CNC(=O)c1ccco1)C(C(=O)NC1CCCC1)c1ccc(OC)c(OC)c1 (configuration not stated)
→ 10	4	8	-0.8	-6	-1	-11	-15	5.8
47: COc1ccc(OC)c(N=C(C)C2=C(O)COC2=O)c1
→ -7	0	5	0.3	-3	-2	-26	7	0.2
48: CCCCCNc1nc(-c2ccccc2)nc(-n2ccnc2)n1
→ -21	0	6	-0.9	-11	-1	-2	-20	-2.1
49: CN(c1ccccc1)S(=O)(=O)c1cccc(NC(=O)Cc2n[nH]c(=O)c3ccccc23)c1
→ -8	5	-8	6.7	-6	-4	8	29	1.2
50: CCCCCCCCCCCC1N=C(N)NC(CCCO)=C1C(=O)OC (configuration not stated)
→ .	1	6	.	.	-7	-9	-19	.
51: COc1cc(OC)cc(C(=O)N[C@H](C(=O)OCC(N)=O)C(C)C)c1
→ -3	1	10	0.9	-7	-5	-10	16	-0.1
52: CCC(=O)Nc1ccc(C(=O)CSc2nnc(-c3ccccc3F)n2CCc2ccccc2)cc1
→ -11	5	6	2.5	-8	-2	-6	38	2.6

Random excerpt: 2 entries already listed
Values run as follows: CHO parental Ca	TAAR1 agonist	M1 PAM	V1R ag counter	OXTR potentiate	CHRM1 agonist	M1 antag	TAAR1 antag	OXTR agonist
33: O=C(CCCN1C(=O)/C(=C/c2cccs2)SC1=S)Nc1ccccn1
→ -14	7	7	0.7	3	-6	2	-27	-1.1
40: CCN1CCN(C(=O)c2ccc3c(c2)N(Cc2ccc(C)cc2)CCS3)CC1
→ -31	3	-1	-0.2	-6	-6	4	-22	-1.3

Compounds were not picked by outcome. Share with any hit: about 3.7%.
